XiGFP reactiv = X-chromosome reactivation activator; XiGFP mouse fibroblasts, % GFP-positive cells imaging, 3 d; cells co-treated with 5-aza-dC sensitizer; scaled so ellipticine positive control = 100%; activation, % at 7.58 µM; 360,000 tested, 0.055% active;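 active means mean normalized replicate activation at least 10% and every replicate at or above 10%; inconclusive means only one of the two criteria met; inactive means mean below 10% and not all replicates reach 10%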;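 further: 0% = median of on-plate neutral control wells and 100% = ellipticine 6 µM median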
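Assay system – SV40-immortalized XiGFP fibroblast cells, line 68-5-11 · Buffer or medium – DMEM supplemented with 5-aza-dC as sensitizing agent · Dosing – one concentration, pinned · Benchmarks – positive control ellipticine, 6 µM final · Times – 3 days compound exposure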
ERp5 block = ERp5 (human) disulfide isomerase inhibition. Q15084. ERp5 insulin aggregation, absorbance 650 nm, 90 min. inhibition, % at 9.99 µM. 350,000 tested, 0.05% active. AID 651711;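 active means mean replicate inhibition above about 25%, with every replicate also reaching it, limit read from the data, passing the limit was not always enough; inconclusive means only one of those two criteria met; inactive means neither criterion met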
ERAP1 inh = ERAP1 (human) enzyme inhibition | inhibition, % at 10.7 µM | 340,000 tested, 0.15% active | recombinant ERAP1, Leu-AMC fluorescence, 60 min | Q9NZ08 | AID 652197;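 active means mean replicate inhibition of at least 30%, or all replicates individually reaching that 30% level; inactive means mean below 30% and not every replicate reaching it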;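 further: 0% = neutral control wells and 100% = L-leucinethiol positive control wells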
Target sequence (Q9NZ08 whole entry, looked up): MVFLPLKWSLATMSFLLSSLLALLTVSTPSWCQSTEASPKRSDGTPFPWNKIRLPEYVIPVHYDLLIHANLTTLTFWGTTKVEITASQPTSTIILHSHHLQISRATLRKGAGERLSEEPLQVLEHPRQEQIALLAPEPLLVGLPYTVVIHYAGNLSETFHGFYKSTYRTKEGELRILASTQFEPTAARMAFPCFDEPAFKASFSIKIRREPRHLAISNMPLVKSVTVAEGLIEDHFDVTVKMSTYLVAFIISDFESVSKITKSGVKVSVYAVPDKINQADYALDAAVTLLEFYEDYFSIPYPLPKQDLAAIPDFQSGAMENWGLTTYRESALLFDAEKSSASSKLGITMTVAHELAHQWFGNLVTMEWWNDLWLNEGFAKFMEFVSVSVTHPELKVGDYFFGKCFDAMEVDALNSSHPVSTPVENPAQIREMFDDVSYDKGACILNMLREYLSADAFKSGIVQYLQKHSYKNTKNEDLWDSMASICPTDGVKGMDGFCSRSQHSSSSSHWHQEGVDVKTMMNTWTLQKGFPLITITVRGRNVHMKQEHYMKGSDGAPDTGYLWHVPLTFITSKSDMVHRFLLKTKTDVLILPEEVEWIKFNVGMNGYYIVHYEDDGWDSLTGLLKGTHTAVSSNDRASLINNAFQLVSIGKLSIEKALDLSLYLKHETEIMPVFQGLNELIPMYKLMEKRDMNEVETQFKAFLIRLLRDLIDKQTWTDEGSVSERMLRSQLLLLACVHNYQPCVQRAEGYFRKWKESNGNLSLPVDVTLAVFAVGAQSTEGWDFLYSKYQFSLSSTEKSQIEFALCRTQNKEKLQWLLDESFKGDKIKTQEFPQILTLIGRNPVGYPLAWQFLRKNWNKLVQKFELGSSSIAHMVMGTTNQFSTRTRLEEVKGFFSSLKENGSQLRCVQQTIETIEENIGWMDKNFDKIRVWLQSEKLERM
RAD52 anneal inh = inhibitors of human RAD52 DNA annealing | P43351 | recombinant RAD52 DNA annealing, FRET fluorescence | inhibition, % at 18.7 µM | 360,000 tested, 0.46% active;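 active means every replicate showing at least 50% inhibition; inconclusive means mean inhibition at least 50% but not in every replicate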
E-sel inducer = E-selectin induction on HUVECs; P16581; HUVEC E-selectin immunofluorescence imaging; normalized: neutral wells 0, TNF-alpha wells 100; activation, % at 7.58 µM; 260,000 tested, 0.37% active; AID 686992;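 active means mean E-selectin-positive cell signal at least 10% of the positive control, reached in at least 60% of replicates, without over 20% cell loss; inconclusive means no rule given, readout overlaps actives, possibly toxicity-flagged; inactive means the rest, including those meeting only one limit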;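 further: in these data hits start at about 27%; measured in HUVEC primary endothelial cells; signal is the percent of cells scored E-selectin positive by PE staining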
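Test system: HUVEC | Signal: Immunofluorescence imaging | Read-out: Percent E-selectin-positive cells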
esBAF inh = SWI/SNF esBAF complex inhibition; mouse ES cells, Bmi1-luciferase knock-in reporter, 24 h; 100% = twice the neutral-well signal; reporter increase, % at 12.5 µM; 350,000 tested, 2% active; AID 602393; in the data active means activation above about 40%; inconclusive means no clear call, values can overlap the other calls;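 further: 0% = median of the plate's neutral control wells and 100% = double that signal; a rise in the Bmi1 reporter signal indicates esBAF inhibition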
S100A4 inh HTS = blocks human S100A4 binding to myosin IIA peptide; S100A4/TAMRA-MyoIIA peptide fluorescence polarization; inhibition, % at 10.7 µM; 360,000 tested, 0.14% active; AID 652163;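 active means mean inhibition of at least 70% across replicates, with every replicate also reaching that level; inconclusive means mean inhibition reaches 70% but some replicates fall short; inactive means mean inhibition below 70%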
Target sequence (P26447 whole entry, looked up): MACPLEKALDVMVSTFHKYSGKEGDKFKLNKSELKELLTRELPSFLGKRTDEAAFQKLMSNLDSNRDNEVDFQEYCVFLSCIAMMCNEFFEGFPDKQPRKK
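System – human S100A4 monomer protein, biochemical binding assay · Buffer or medium – Calcium-containing HEPES buffer, pH 7.2 · Timing – 5 min between mix addition and reading · Also added – TAMRA-labelled myosin IIA heavy-chain peptide probe, 5 nM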
RAD54 branch = blocks human RAD54 Holliday junction branch migration; 360,000 tested, 0.14% active; inhibition, % at 10.4 µM; FAM/BHQ fluorescence;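 active means mean normalized replicate activity at least 40 and at least half of replicates scoring 40 or more; inconclusive means only one of the two criteria met; inactive means mean below 40 and under half of replicates reaching 40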;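 further: 0% = median of neutral control wells and 100% = median of positive control wells; inhibitors cause a drop in the FAM fluorescence signal; in these data hits start at about 50%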
Starred values were filed as active, the others as inactive; ? = inconclusive; . = not tested or not shown; & = joins results of further samples; ! = not active in a repeat.

canonical_smiles	E-sel inducer	ERp5 block	XiGFP reactiv	esBAF inh	S100A4 inh HTS	ERAP1 inh	RAD54 branch	RAD52 anneal inh
O=C(CSc1nnc(-c2ccc(Cl)cc2)n1CC1CCCO1)NC1CCS(=O)(=O)C1 (stereo unspecified)	0.1	-6	0.1	.	3	-2	.	-9
O=C(Nc1cccc2nsnc12)c1cccs1	.	-2	.	47*!	0	-1	7&-2	-2
C[C@H]1CN([C@@H](C)CO)C(=O)c2cc(-c3ccncc3)cnc2O[C@H]1CN(C)C(=O)c1ccc(F)cc1	-0.5	-5	-0.9	-2	3	-2	2	12
COc1ccc2nc(NC(=O)C3CCN(S(=O)(=O)c4cccnc4)CC3)sc2c1	-0.3	1	0.4	-7	-12	1	-1	-10
C[C@@H]1CN([C@@H](C)CO)C(=O)c2cc(NC(=O)Nc3ccc(F)cc3)ccc2O[C@H]1CN(C)C(=O)Nc1ccccc1	-0.7	2	-0.1	0	18	-2	-1	6
N#CCCN=C(NS(=O)(=O)c1ccccc1)c1ccccc1	18	-1	0.1	1	-5	0	-7	-13
CN1CCN(C(=O)CCS(=O)(=O)c2cc3c(cc2Cl)NC(=O)CO3)CC1	-0.3	-3	0.2	-1	-1	.	-4	-9
CC1CC(C)CN(c2ccc([N+](=O)[O-])cc2-c2nn[nH]n2)C1 (stereo unspecified)	-0.8	.	-0.1	7	.	.	0	.
CCOC(=O)C1=CCN(S(=O)(=O)c2ccccc2C)C1c1ccc(F)cc1 (stereo unspecified)	-0.2	0	0.0	-3	-7	-7	0	1
CO[C@H]1CN(C)C(=O)c2cc(NC(=O)NC(C)C)ccc2OC[C@@H](C)N(C(=O)CN(C)C)C[C@H]1C	-0.1	-5	0.1	4	15	2	5	4
CC(=O)Oc1ccc2ccccc2c1C(NC(=O)C(C)C)c1cccc([N+](=O)[O-])c1 (stereo unspecified)	.	-2	.	0	-2	-2	5	-2
CC(C)c1ccc(N2C(=O)CC(NNC(=O)c3cccnc3)C2=O)cc1 (stereo unspecified)	2.0	5	0.0	.	-2	5	-3	-3
O=C(NC1CCN(S(=O)(=O)c2ccc(F)cc2)CC1)c1cccnc1	.	-1	0.0	-5	-11	0	4	-4
COc1ccc(NC(=O)Nc2ccc(Br)cn2)cc1	.	3	0.1	.	0	11	.	-8
C[C@H](CO)N1C[C@H](C)[C@H](CN(C)Cc2ccccc2)OCCCC[C@H](C)Oc2ccc(NC(=O)c3ccncc3)cc2C1=O	0.0	13	0.1	3	8	-1	-1	-8
Cc1ccnc(NS(=O)(=O)c2ccc(NC(=O)c3ccc(Cl)cc3[N+](=O)[O-])cc2)n1	.	8	0.3	-2	14	-2	0	-8
CC(=O)Nc1ccc(NC(=O)CSc2nnc(C)n2-c2ccccc2)cc1	.	3	0.2	-7	3	1	-8	0
CCOc1cc(/C=C2/SC(=S)N(CC(=O)O)C2=O)ccc1OC(=O)c1cccs1	.	-4	0.4	.	-5	3	-29	-32
CC(=O)Nc1ccc(OC(=O)COc2ccc(Br)cc2)cc1	-5.9	4	0.2	-14	5	1	10	-10
COc1ccc(NC(C)=O)cc1NC(=O)c1c(C)noc1C	0.1	6	0.0	-5	-4	-5	1	7
Cn1nc(C(=O)N2CCOCC2)c([N+](=O)[O-])c1C(=O)N1CCOCC1	.	-6	0.0	.	-5	2	.	-15
O=C1CN(C(=O)c2cc3ccccc3oc2=O)C(c2ccc(F)cc2)c2cc(F)ccc2N1 (stereo unspecified)	0.0	-7	0.2	-1	-4	-3	-4	-17
COc1cc(C(=O)N2CCN(C(=O)c3cc(-c4ccc(Br)cc4)n[nH]3)CC2)cc(OC)c1OC	0.1	3	0.0	29	-2	-4	5	-9
COc1ccc(-c2cnc(C(O)c3ccc(CN4CCCCC4)cc3)[nH]2)cc1 (stereo unspecified)	0.0	-2	0.5	-1	5	-2	1	-18
COc1cccc(S(=O)(=O)Nc2ccc3c(c2)[C@H]2C[C@H](CC(=O)NC4CCCCC4)O[C@H](CO)[C@H]2O3)c1	0.1	2	0.1	10	-7	-7	4	0
CCC(=O)Nc1nc2c(OC)ccc(C)c2s1	-0.1	-4	0.0	-3	2	2	9	11
Cc1ccc(C(c2sc3ncnn3c2O)N2CCC(C)CC2)cc1 (stereo unspecified)	1.3	-1	0.0	-3	-3	1	-3	-6
C[C@H]1CN([C@@H](C)CO)C(=O)c2cccc(NC(=O)Nc3ccccc3)c2O[C@H]1CN(C)S(=O)(=O)c1cn(C)cn1	0.2	9	-0.6	4	11	-4	3	0
Cc1csc(NC(=O)COc2ccc3c(c2)CCC3)n1	1.5	2	0.1	64*	3	-4	3	-13
COc1ccc(Cn2cc3c(-c4ccc(F)cc4)nnc-3c3cc(OC)c(OC)cc32)cc1	0.3	?	80*	2	4	0	64*	-243
COC(=O)/C=C/c1cnc2ccccc2c1	.	1	0.1	.	-9	3	.	-9
Cn1c(O)c(N=NC(=O)Cn2ccc(C(F)(F)F)n2)c2ccccc21	.	-3	0.0	.	-1	6	6	-2
CCCNC(=O)C[C@H]1CC[C@H]2[C@@H](COc3ccc(NC(=O)NCCC)cc3C(=O)N2C)O1	-0.1	-7	0.0	.	9	.	.	-24
CCC(C)(C)C1CCc2c(sc(NC(=O)c3cccs3)c2C(N)=O)C1 (stereo unspecified)	.	1	.	7	-2	-2	-4	-10
COC(=O)C[C@@H]1CC[C@H]2[C@@H](COc3ccc(NC(=O)c4cccs4)cc3C(=O)N2C)O1	0.0	.	0.1	1	.	.	-10	.
C[C@H]1CN([C@@H](C)CO)S(=O)(=O)c2ccc(C3=CCCC3)cc2O[C@@H]1CN(C)Cc1cccnc1	0.6	2	0.0	-6	-22	2	0	11
CCNC(=O)C[C@@H]1CC[C@@H]2[C@H](COc3ccc(NC(=O)c4ccccc4)cc3C(=O)N2C)O1	0.1	-3	0.4	-6	6	-1	-2	0
CC(CC(=O)N1CCN(c2cccc(Cl)c2)CC1)S(=O)(=O)c1ccc2c(c1)NC(=O)CO2 (stereo unspecified)	.	2	0.2	-14	-1	1	3	-3
O=C(Nc1cccc(Cl)c1)N[C@@H]1CC[C@H](CCNC(=O)C2CCC2)O[C@@H]1CO	0.7	-12	0.0	3	0	3	-5	5
O=C(COC(=O)/C=C/c1ccccc1)NC(=O)NCc1ccccc1	.	-10	0.1	-3	-2	1	4	-2
C[C@H](CO)N1C[C@H](C)[C@@H](CN(C)Cc2ccc(Oc3ccccc3)cc2)Oc2c(NS(=O)(=O)c3ccc(F)cc3)cccc2C1=O	.	5	0.3	.	7	-2	.	25
Cc1cc2c(cc3c(=O)n(CC(=O)NCCCN4CC(C)CC(C)C4)ncn32)s1 (stereo unspecified)	.	2	0.0	-3	-1	3	1	-13
CC(=O)c1cccc(NC(=O)CC2S/C(=N/N=C/c3cccs3)NC2=O)c1 (stereo unspecified)	.	-4	0.0	.	2	-2	.	-5
CC[n+]1c(/C=C2/C=C(C)CC(C)C2)sc2ccccc21 (stereo unspecified)	.	-1	0.2	.	-8	8	.	-11
COc1cc(C(=O)NC(c2ccccc2)c2ccccc2)cc(OC)c1OC	.	5	0.0	-2	-2	-6	-7	-4
Cc1cc(S(=O)(=O)Nc2noc3ccccc23)ccc1F	-0.2	1	0.1	0	-4	-4	-6	-5
CCOc1ccc(CCN2C(=S)N([C@@H](CC(C)C)CN3CCCC3CN3C(=S)NC[C@@H]3CC(C)C)C[C@@H]2Cc2ccc(O)cc2)cc1 (stereo partly specified)	-0.1	6	-0.1	1	0	.	6	-23
O=C(c1cccc(F)c1)N1CC[C@@H]2[C@@H](CO)Nc3ccc(C#Cc4ccccc4)cc3[C@@H]21	0.6	-6	0.1	.	4	-3	.	-2
Cn1c(=O)c2c(nc(N/N=C/c3cccnc3)n2Cc2ccccc2)n(C)c1=O	.	4	0.1	.	6	2	.	3
CC(C)C[C@@H](CNCC(=O)[C@H](Cc1c[nH]c2ccccc12)NC(=O)c1[nH]cnc1C(=O)N[C@@H](C)CN)NC(=O)c1nc[nH]c1C(=O)N[C@@H](Cc1ccccc1)C(=O)O	0.7	0	0.0	-1	-3	.	-16	-12

(continued)
canonical_smiles	E-sel inducer	ERp5 block	XiGFP reactiv	esBAF inh	S100A4 inh HTS	ERAP1 inh	RAD54 branch	RAD52 anneal inh
C[C@H]1CN([C@@H](C)CO)C(=O)c2cccc(NC(=O)c3ccc(-c4nccs4)cc3)c2O[C@@H]1CN(C)S(=O)(=O)c1ccc(F)cc1	-0.5	-1	0.0	1	-5	-3	8	-4
O=C(CC1C(=O)NCCN1C(=O)c1ccccc1)Nc1cc(Cl)ccc1Cl (stereo unspecified)	-0.1	1	0.0	8	-1	0	13	-3
COc1ccccc1NC(=O)N1CC(=O)N2[C@H](CO)[C@H](c3ccc(C#Cc4ccc(F)cc4)cc3)[C@@H]2C1	0.1	1	0.1	.	1	0	.	-6
O=C1CN(Cc2ccccc2)C[C@@H]2[C@@H](c3ccc(-c4ccccc4F)cc3)[C@@H](CO)N12	0.0	-3	0.1	.	2	3	.	-15
Cc1cc(C(=O)OC(C)C(=O)N2CCc3ccccc32)ccc1[N+](=O)[O-] (stereo unspecified)	.	-3	0.1	.	2	-4	.	1
C[C@H]1CN([C@@H](C)CO)C(=O)Cc2cc(NS(=O)(=O)c3ccc(F)cc3)ccc2O[C@H]1CN(C)Cc1ccc2c(c1)OCO2	0.0	-1	0.2	5	-3	0	-16	-4
O=C(NCC(F)(F)F)[C@H]1[C@H](CO)[C@H]2Cn3c(cccc3=O)[C@H]2N1CCC(F)(F)F	0.0	-5	-0.1	.	-9	19	.	-11
COc1ccccc1/C=N/NS(=O)(=O)c1ccccc1	0.3	2	0.0	-3	3	2	-1	-19
Cc1cccc(C)c1NC(=O)c1c[nH]c2ccccc12	.	3	0.0	49*	-3	6	-1	2
CCc1ccccc1NC(=O)NNC(=O)CCc1ccc(OC)cc1	1.5	3	0.3	-7	-1	0	-6	3
COC(=O)CN(c1nc(C)c(Br)c(OC)n1)S(=O)(=O)c1ccccc1	.	3	0.3	-8	0	-7	5	2
COc1cc([N+](=O)[O-])ccc1-c1ccc(C(=O)Nc2ccc(NC(C)=O)cc2)o1	.	3	0.0	.	-16	0	-3	-9
Nc1ncnc2c1ncn2[C@@H]1O[C@H](CNCc2cn(CC(=O)NC3CC3)c3ccccc23)[C@@H](O)[C@H]1O	-0.2	6	0.1	0	-1	3	-6	-12
c1ccc(-c2cc3c(N4CCCCC4)ncnc3s2)cc1	.	-5	0.0	.	3	-4	.	-7

Looked up above.
RAD52 anneal inh, `COc1ccccc1/C=N/NS(=O)(=O)c1ccccc1` : -19
XiGFP reactiv, `Cc1cc(C(=O)OC(C)C(=O)N2CCc3ccccc32)ccc1[N+](=O)[O-]` (stereo unspecified) : 0.1
